High-throughput results deposited in PubChem by several laboratories.
EphB4 antag: blocks human EphB4 binding to ephrin-B2. actives 0.15% (n = 97,000). inhibition, % at 7 µM. P54760. EphB4 LBD / TNYL-RAW-Alexa532 peptide, fluorescence polarization. AID 720;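 active means inhibition above the screen-wide mean inhibition plus 3 SD, cut at about 15% in these data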;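 further: 0% = DMSO wells and 100% = excess unlabeled TNYL-RAW peptide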
CYP2C19 activ: increases human CYP2C19 enzyme activity. recombinant CYP2C19, luciferin-H EGE luminescence; hits give high values; 0 = fully inhibited enzyme, 1 = untreated enzyme. activation factor at 5 µM. 96,000 tested, under 10 active;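 active means activation factor of at least 2 at 5 µM in the primary screen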;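 further: 0 = wells with 2.5 mM tranylcypromine and 1 = vehicle-only wells; values of inactives mirror those of a sister screen read the other way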
CYP2C19 inhib: blocks human cytochrome P450 2C19 | AID 778 | actives 21% (n = 96,000) | CYP2C19 Supersomes, luciferin-H EGE luminescence, 30 min | P33261 | inhibition, % at 5 µM;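 active means CYP2C19 inhibition above a set limit at 5 µM in the primary screen, cut at about 50% in these data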;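 further: plate controls were negative control wells for no effect and 2.5 mM tranylcypromine positive control for full effect; values of inactives mirror those of a sister screen read the other way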
PLAP act: human PLAP activation. P05187. purified PLAP enzyme, luminescent substrate read-out; hits give high values. activation fold at 20 µM. actives 1.2% (n = 96,000). AID 696; in the data active means activation fold above about 2
Pyk2 oligo antag: antagonists of human Pyk2 oligomerization. Q14289. Q293 cells, Pyk2 FERM NanoBiT luminescence; hits give low values. z-score (the deposit names both 25 µM and 10 µM). actives 0.83% (n = 99,000). AID 1347419;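 active means Z-score of -3 or lower, scaled per plate to the spread of control and sample wells; inactive means z-score above -3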;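 further: negative z-score means lost luminescence so less FERM oligomerization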
Target sequence (Q14289 whole entry, looked up): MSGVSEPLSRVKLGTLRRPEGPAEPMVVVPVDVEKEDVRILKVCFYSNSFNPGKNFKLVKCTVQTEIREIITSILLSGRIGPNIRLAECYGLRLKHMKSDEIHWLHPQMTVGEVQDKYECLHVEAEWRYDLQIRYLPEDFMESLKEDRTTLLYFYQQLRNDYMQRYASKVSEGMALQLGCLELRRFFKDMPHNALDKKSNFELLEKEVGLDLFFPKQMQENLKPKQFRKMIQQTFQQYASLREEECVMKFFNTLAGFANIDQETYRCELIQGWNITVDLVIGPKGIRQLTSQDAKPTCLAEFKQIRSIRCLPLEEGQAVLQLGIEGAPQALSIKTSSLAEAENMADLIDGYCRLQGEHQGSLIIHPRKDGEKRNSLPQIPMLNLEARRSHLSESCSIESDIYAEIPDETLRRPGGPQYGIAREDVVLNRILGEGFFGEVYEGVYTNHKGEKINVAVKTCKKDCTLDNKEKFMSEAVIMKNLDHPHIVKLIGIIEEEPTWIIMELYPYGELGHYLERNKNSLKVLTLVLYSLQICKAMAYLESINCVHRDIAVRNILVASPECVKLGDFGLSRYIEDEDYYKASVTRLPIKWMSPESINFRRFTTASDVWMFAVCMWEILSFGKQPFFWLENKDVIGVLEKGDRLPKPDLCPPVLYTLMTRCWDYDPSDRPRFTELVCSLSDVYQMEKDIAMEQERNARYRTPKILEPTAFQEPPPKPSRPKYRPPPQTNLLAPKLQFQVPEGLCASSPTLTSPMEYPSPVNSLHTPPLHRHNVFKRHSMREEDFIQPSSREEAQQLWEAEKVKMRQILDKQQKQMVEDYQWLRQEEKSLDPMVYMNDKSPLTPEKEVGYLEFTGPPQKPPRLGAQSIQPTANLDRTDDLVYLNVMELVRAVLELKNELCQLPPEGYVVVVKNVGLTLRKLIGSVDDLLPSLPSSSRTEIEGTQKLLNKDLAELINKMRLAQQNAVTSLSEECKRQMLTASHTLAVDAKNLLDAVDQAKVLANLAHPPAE
CYP2C9 inh: human CYP2C9 inhibition. CYP2C9 Supersomes, luciferin-H conversion, luminescence. inhibition, % at 5 µM. actives 20% (n = 96,000). AID 777;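 active means blocking of liver enzyme CYP2C9 beyond about 50% at 5 µM, limit read from the data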; further: values of inactives mirror those of a sister screen read the other way
Ecoli WT expand: E. coli BW25113 growth inhibition, expanded screen; OD600 absorbance; growth inhibition, % at 100 µM; actives 0.15% (n = 98,000);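 active means growth inhibition above about 50% at one test dose, limit read from the data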;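 further: growth measured after 20 h incubation at 37 °C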
CYP2C9 activ: activators of human CYP2C9. P11712. recombinant CYP2C9, luciferin-H conversion, luminescence; hits give high values; factor 1 = untreated enzyme, 0 = blocked. activation factor at 5 µM. actives 1.4% (n = 96,000). AID 1024;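 active means activation factor of 2 or more for CYP2C9 at a 5 µM dose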;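 further: 0 = sulfaphenazole-blocked wells and 1 = vehicle-only wells; values of inactives mirror those of a sister screen read the other way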
PostGolgi yeast: growth inhibition of a yeast mutant, post-Golgi transport screen | post-Golgi transport phenotypic cell assay | actives 0.9% (n = 98,000) | inhibition, % at 10 µM | AID 739; in the data active means inhibition above about 30%;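 further: yeast cells grown in 1536-well plates; yeast grown about 18 h at 30C before absorbance read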
An asterisk follows results filed as active; . = not tested or not shown.

SMILES	EphB4 antag	CYP2C19 activ	CYP2C19 inhib	PLAP act	Pyk2 oligo antag	CYP2C9 inh	Ecoli WT expand	CYP2C9 activ	PostGolgi yeast
C/C(Cl)=C\Cn1c(NCCCn2ccnc2)nc2c1c(=O)n(C)c(=O)n2C	-5	0.2	77*	0.9	0.04	100*	5	0	-3
Cc1ccc(S(=O)(=O)CC(O)CN2CCCC2=O)cc1 (stereo not drawn)	2	1.1	-6	1	0.14	-27	-3	1.3	18
c1ccc2c(CSCc3nc4ccccc4[nH]3)cccc2c1	-7	0.1	89*	1.3	-0.46	85*	4	0.1	4
Cc1cccc(-n2c(C)n[nH]c2=S)c1	4	0.9	10	1	0.74	-5	1	1	-2
O=C(O)c1ccccc1S(=O)(=O)NCC(O)COc1ccc(Br)cc1 (stereo not drawn)	2	0.9	12	1.2	-0.38	26	3	0.7	-5
CCCCC1(C)Cc2ccccc2C(=S)N1 (stereo not drawn)	-4	0.7	30	0.9	-0.19	7	1	0.9	-3
Cc1ccc(-n2nnnc2SCC(=O)NNC(=O)c2ccco2)cc1C	0	1	-2	2.3*	0.57	-95	5	2*	-2
Cc1ccc(NC(=O)CNc2ccc(OC(C)C)cc2)cc1	-1	0.7	33	1.3	-1	70*	9	0.3	-3
O=C(Nc1ccccc1NC(=O)NC1CCCCC1)NC1CCCCC1	10	1	-5	0.8	-0.66	-11	-6	1.1	-3
Cc1cc(C)c(OC2(c3ccccc3)OC(=O)c3ccccc32)c(C)c1 (stereo not drawn)	12	0.5	54*	1	-0.23	55*	-14	0.5	-10
O=C(c1ccco1)n1nc(NCc2ccccc2)nc1NCc1ccccc1	4	1	-4	0.8	-2	5	-3	0.9	2
COc1ccc(C(CNC(=O)CCOc2ccccc2)N(C)C)cc1 (stereo not drawn)	-4	0.5	55*	1.2	0.32	15	6	0.8	11

Arranged by heavy-atom count (ascending): some entries from above.
SMILES	EphB4 antag	CYP2C19 activ	CYP2C19 inhib	PLAP act	Pyk2 oligo antag	CYP2C9 inh	Ecoli WT expand	CYP2C9 activ	PostGolgi yeast
Cc1ccc(S(=O)(=O)CC(O)CN2CCCC2=O)cc1 (stereo not drawn)	2	1.1	-6	1	0.14	-27	-3	1.3	18
c1ccc2c(CSCc3nc4ccccc4[nH]3)cccc2c1	-7	0.1	89*	1.3	-0.46	85*	4	0.1	4
Cc1ccc(-n2nnnc2SCC(=O)NNC(=O)c2ccco2)cc1C	0	1	-2	2.3*	0.57	-95	5	2*	-2

Arranged by number of heavy atoms (smallest number first): part of the list above.
SMILES	EphB4 antag	CYP2C19 activ	CYP2C19 inhib	PLAP act	Pyk2 oligo antag	CYP2C9 inh	Ecoli WT expand	CYP2C9 activ	PostGolgi yeast
Cc1cccc(-n2c(C)n[nH]c2=S)c1	4	0.9	10	1	0.74	-5	1	1	-2
CCCCC1(C)Cc2ccccc2C(=S)N1 (stereo not drawn)	-4	0.7	30	0.9	-0.19	7	1	0.9	-3
Cc1ccc(S(=O)(=O)CC(O)CN2CCCC2=O)cc1 (stereo not drawn)	2	1.1	-6	1	0.14	-27	-3	1.3	18
Cc1ccc(NC(=O)CNc2ccc(OC(C)C)cc2)cc1	-1	0.7	33	1.3	-1	70*	9	0.3	-3
COc1ccc(C(CNC(=O)CCOc2ccccc2)N(C)C)cc1 (stereo not drawn)	-4	0.5	55*	1.2	0.32	15	6	0.8	11
O=C(Nc1ccccc1NC(=O)NC1CCCCC1)NC1CCCCC1	10	1	-5	0.8	-0.66	-11	-6	1.1	-3
C/C(Cl)=C\Cn1c(NCCCn2ccnc2)nc2c1c(=O)n(C)c(=O)n2C	-5	0.2	77*	0.9	0.04	100*	5	0	-3
O=C(c1ccco1)n1nc(NCc2ccccc2)nc1NCc1ccccc1	4	1	-4	0.8	-2	5	-3	0.9	2

Next entries follow:
SMILES	EphB4 antag	CYP2C19 activ	CYP2C19 inhib	PLAP act	Pyk2 oligo antag	CYP2C9 inh	Ecoli WT expand	CYP2C9 activ	PostGolgi yeast
CC(C)(C)c1ccc(C(=O)CC(=O)c2cc(Cl)ccc2O)cc1	3	0.4	57*	1.1	-1.2	60*	2	0.4	2
O=C(CSc1nc(NS(=O)(=O)c2ccccc2)cc(=O)[nH]1)Nc1ccc(F)cc1	0	1	4	0.8	1.6	27	-1	0.7	9
O=C(NCCc1ccccc1)C1CCN(S(=O)(=O)N2CCC3(CC2)OCCO3)CC1	-1	0.8	20	0.9	1.5	30	-2	0.7	1
Cc1nc2ccccc2n1CC(O)Cn1c2ccccc2c2ccccc21 (stereo not drawn)	3	0.2	75*	1.6	0.76	78*	2	0.2	-4
COc1ccc(NC(=O)Cn2nc(C(F)(F)F)c3c2CCCC3)c(OC)c1	4	0.3	75*	0.9	0.32	27	0	0.7	-2
CC(C)C(C(=O)Nc1nccs1)c1ccccc1 (stereo not drawn)	-11	0.3	68*	0.9	0.23	52*	3	0.5	4
CC1(C)CC(=O)N(CC(=O)NCc2ccccc2)c2ccccc2S1(=O)=O	0	0.3	69*	1.2	.	39	-2	0.6	0
O=C(Nc1ccc(Cl)cc1)N1CCSCC1	8	0.4	60*	1	0.87	13	-1	0.9	-2
O=c1oc2cc(OCc3nn[nH]n3)ccc2c2c1CCCC2	-1	0.1	95*	1.3	1.5	96*	0	0	3
N#Cc1c(-c2ccccc2)cc(-c2ccco2)c(C#N)c1N	-6	0.7	31	1.1	.	24	-17	0.8	10
CN1C(=O)N(C)C2(c3ccccc3)NC(=O)NC12c1ccccc1 (stereo not drawn)	-10	1	0	1.1	0.42	-7	-2	1.1	6
Cc1ccnc(NC(=O)c2cc(S(=O)(=O)N3CCCCC3)ccc2Cl)c1	-3	0.6	39	1.7	1.2	88*	-8	0.1	-1
CCCCS(=O)(=O)/C=C\C=C/S(=O)(=O)CCCC	2	0.9	14	0.9	0.13	10	31	0.9	94*
NS(=O)(=O)c1ccc(N2N=C(c3ccccc3)CC2c2ccc(F)cc2)cc1 (stereo not drawn)	5	0.7	31	1.7	-0.77	90*	-12	0.1	14
Cn1cc(C(=O)c2ccc(Cl)cc2Cl)cc1C(=O)O	2	1.1	-7	1	0.2	6	-6	0.9	7
O=C(NCCN1CCC(Cc2ccccc2)CC1)C1CCCN(S(=O)(=O)c2cnc[nH]2)C1 (stereo not drawn)	-7	1.1	-6	1.7	.	8	2	0.9	6
O=C1C(Cl)=C(NCC2CCCO2)C(=O)N1C1CCCCC1 (stereo not drawn)	-2	0.6	40	1.3	1.6	28	1	0.7	13
O=C(Nc1nccc(-c2cccs2)n1)c1ccccc1Cl	3	0.7	28	1	0.98	5	4	0.9	1
O=C(Nc1cccc(C(F)(F)F)c1)c1cc2c(=O)c3ccccc3oc2nc1C(F)(F)F	1	1	4	0.9	-0.89	15	2	0.9	5
Cc1ccc(C)c2[nH]c(=O)c(C(c3nnnn3Cc3ccccc3)N3CCc4ccccc4C3)cc12 (stereo not drawn)	12	0.1	85*	1.6	1.3	73*	-10	0.3	6
Cc1ccc2c(Cl)c(C(=O)Nc3cc(C)on3)sc2c1	0	0.9	10	1	0.47	17	-6	0.8	-3
O=C(c1ccc(Cl)cc1)c1ccc(OCC(=O)N2CCOCC2)cc1	1	.	.	.	1.9	.	7	.	-3
CCOC(=O)c1cnn2c(C(F)(F)F)cc(-c3ccco3)nc12	1	0.9	9	1.3	-0.42	30	9	0.7	6
NC(=O)c1ncc(C(F)(F)F)cc1Oc1ccc(F)cc1	3	0.7	32	1	-0.52	8	6	0.9	-1
CC1CCN(c2oc(Cc3cccc4ccccc34)nc2C#N)CC1	-5	0.1	93*	1	-0.62	76*	-11	0.2	-6
Clc1cc(CSc2ccccc2)nc(-c2ccccc2)n1	4	0.6	45	0.8	-1.3	53*	-3	0.5	8
CN(C(=O)c1ccccn1)c1nnc(-c2cnccn2)s1	5	1	-2	1	0.42	6	6	0.9	4
COc1ccc(C(=O)c2oc3ccc(Br)cc3c2NC(C)=O)cc1	2	1	-4	0.9	.	2	-10	1	-9
N=c1ccn(CC(=O)NC(N)=O)c2ccccc12	-5	1.1	-7	1	-0.43	0	-4	1	4
COCCNC(=O)C(c1ccco1)N(C(=O)Cn1nnc2ccccc21)c1cccc(C)c1C (stereo not drawn)	-8	1	3	1.3	-0.05	3	4	1	-1
OC(Cn1ccnc1)c1ccc(Cl)cc1Cl (stereo not drawn)	-8	0	99*	0.8	0.69	95*	18	0.1	76*
Cc1ccc2oc(C(=O)Nc3nnc(C)s3)c(C)c2c1	0	0.8	15	1	0.5	18	-5	0.8	11
COc1ccccc1CNc1ncnc2nc[nH]c12	.	1.1	-8	2.1*	.	-14	11	1.1	2
Cc1ccccc1CSCC(=O)NC(=O)NCc1ccco1	.	0.9	10	0.8	0.67	5	-3	0.9	2
COc1ccc(C2C(C(C)=O)=C(O)C(=O)N2CCCn2ccnc2)cc1OC (stereo not drawn)	.	1	5	1.2	1.6	18	.	0.8	.
O=C(NCc1ccc(Cl)cc1)c1cc(-c2cccs2)on1	-5	0.5	51*	0.8	-0.14	60*	0	0.4	8
C=CCN(C(=O)COc1ccccc1)c1nnc(-c2ccncc2)s1	-1	0.1	87*	0.9	0.36	52*	5	0.5	0
COC(=O)c1ccc(Cc2ccccc2)o1	7	1	-1	0.9	-0.58	-30	16	1.3	8
COc1ccc2[nH]c(C(=O)O)c(CCC(=O)O)c2c1	5	1	1	1.6	-0.02	27	-1	0.7	-2
CC(=O)Nc1ccc(S(=O)(=O)NC(CC(=O)NCCc2ccccc2)C(C)C)cc1 (stereo not drawn)	-7	0.6	36	1	-0.13	31	4	0.7	-5
O=C(Cn1c(=O)oc2cc(S(=O)(=O)N3CCCC3)ccc21)N1CCN(c2ccccn2)CC1	.	1	4	1	.	37	-3	0.6	-4
Cc1cc(=O)oc2cc(OCC(O)CN3CCN(c4ccc(F)cc4)CC3)ccc12 (stereo not drawn)	.	0.9	13	1.6	-0.38	14	0	0.9	3
CC(=O)Cn1cnc2sc(-c3ccccc3)cc2c1=O	4	0.7	31	1	-1	29	2	0.7	13
C=CCC(C#Cc1ccccc1)[N+](C)(C)CC=C (stereo not drawn)	0	1	2	0.7	0.24	-13	5	1.1	3
Cc1cc(NC(=O)COc2cccc(C)c2C)no1	4	0.8	20	0.9	.	27	3	0.7	-5
CC(C)CCSc1ncnc2c1oc1nc3c(cc12)COC(C)(C)C3	-1	1	-2	0.8	0.66	56*	6	0.4	-9
CCc1c(C)c2c(C)[nH]nc2oc1=O	5	0.7	34	1.1	-0.52	-66	3	1.7	-8
CC/C(=N\O)c1ccc(OC)c(OC)c1	1	1	4	1.2	0.6	-10	6	1.1	0
Clc1ccccc1OCCn1ccnc1	0	0.3	66*	0.8	1	74*	9	0.3	-18
O=C(NCc1ccco1)c1noc2c1CCCC2	-12	1.1	-8	1.1	1.6	-7	12	1.1	8
O=C1c2ccccc2C(=O)N1CCCn1nnc(-c2ccc(N3CCOCC3)cc2)n1	-8	1.1	-10	1.1	-0.58	19	-8	0.8	12
CCCc1cc(C(=O)O)c2ccccc2n1	-5	1.1	-14	1.2	0.95	-5	-16	1	-3
CCc1ccc(NC(=O)c2ccc3nc(N)sc3c2)cc1	2	0.9	12	0.8	-0.5	6	2	0.9	15
COc1cc(S(=O)(=O)N2CCCCCC2)ccc1-n1cnnn1	2	0.6	44	1	-0.3	-15	2	1.1	0
CCOc1ccc(-n2c(SCC(N)=O)nc3c([nH]c4ccccc43)c2=O)cc1	7	0.9	7	0.7	.	22	-14	0.8	6
N#CC1=C2SCC(O)(c3ccccc3)N2C(=O)CC1c1cccs1 (stereo not drawn)	-1	0.2	82*	0.9	-1	99*	-5	0	-1
